IMPase Li inh – qHTS Assay for Identifying the Cell-Membrane Permeable IMPase Inhibitors: Potentiation with Lithium | CHO-M1 cells, IP1 TR-FRET (IP-One), carbachol + lithium | Potency, µM (top dose mostly 59.4 µM), without a hit: top-dose activity, negative = IMPase inhibition, actives largely listed as inhibitors | 210,000 compounds, 0.35% hits | AID 1457, 2008;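 further: IP1 builds up when IMPase is blocked and the TR-FRET signal falls; plate controls were basal vehicle for no effect and high inhibitor control for full effect; nearly all actives have a fitted effect of over 50% in size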
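IP1 accumulation measured by competitive TR-FRET in lysed CHO-M1 cells after 30 min compound exposure at 37C, with a small lithium addition to potentiate weak responses. Hill-equation AC50 from ratio and donor-channel data.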
GAA inhib – qHTS Assay for Inhibitors of Human alpha-Glucosidase as a Potential Chaperone Treatment of Pompe Disease | purified human GAA, 4-MU-alpha-glucoside fluorescence | Lysosomal alpha-glucosidase (Homo sapiens), P10253 | Potency, µM (doses to about 76.9 µM), for the others: at the top dose activity change, negative = inhibition, most hits filed as inhibitors | AID 1466, 2008 | 200,000 compounds, 0.005% hits;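 further: plate controls were uninhibited enzyme wells for no effect and no-enzyme background for full effect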
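Fluorescence at Ex 365/Em 440 nm from 4-methylumbelliferone reported enzyme activity after 20 min at room temperature. Reactions used 4 nM enzyme and 400 uM substrate at pH 5.0; curves fitted with the Hill equation.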
aGlu spleen mod – qHTS Assay for Inhibitors and Activators of Human alpha-Glucosidase From Spleen Homogenate. Lysosomal alpha-glucosidase (Homo sapiens), P10253. human spleen homogenate, 4-MU-alpha-glucoside fluorescence. Potency, µM (titrated, usually from 79.9 µM), without a hit: at the highest dose activity change, negative = inhibition, hits mostly inhibitors. 240,000 compounds, 0.006% hits;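 further: 0% = enzyme with vehicle and -100% = no enzyme basal signal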
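Human spleen homogenate (1 ug) incubated with compounds and 1 mM 4-methylumbelliferyl-alpha-D-glucopyranoside in pH 5.0 citrate/phosphate buffer, 37 C, 40 min. Stopped at pH 10; 4-MU fluorescence (Ex 365/Em 440 nm); AC50 by Hill fit.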
RGS12 GoLoco inh – qHTS Assay for Inhibitors of RGS12 GoLoco Motif Activity (Red Fluorophore) | Potency, µM (highest dose often 61.6 µM), inactives show at the highest dose activity, negative = inhibition, usual class: inhibitors | Gai1:RGS12 GoLoco peptide FP, rhodamine, 10 min | AID 880, 2007 | 230,000 compounds, 0.44% hits; active means well fitted inhibition curve with a large enough effect, not every such curve was filed as active; inactive means no such curve, though single readings can be large or run the other way; further: on the % scale 0 is the no-effect control and ±100 the full control effect; nearly all actives have a fitted effect of over 30% in size; many of its hits are not listed in these tables
Target sequence (P63096 whole entry, looked up): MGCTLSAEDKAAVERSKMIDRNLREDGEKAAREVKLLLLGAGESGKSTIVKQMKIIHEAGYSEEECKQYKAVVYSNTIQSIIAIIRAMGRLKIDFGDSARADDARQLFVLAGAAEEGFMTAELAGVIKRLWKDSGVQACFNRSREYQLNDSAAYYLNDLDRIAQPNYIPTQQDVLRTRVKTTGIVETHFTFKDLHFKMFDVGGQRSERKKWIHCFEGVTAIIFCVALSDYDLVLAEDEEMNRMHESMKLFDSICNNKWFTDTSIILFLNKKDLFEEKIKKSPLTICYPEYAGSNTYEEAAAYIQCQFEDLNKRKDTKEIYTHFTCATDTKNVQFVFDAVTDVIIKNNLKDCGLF
HTT cytoprotect – qHTS Multiplex Assay to Identify Dual Action Probes in a Cell Model of Huntington: Cytoprotection (ATP); PC12 HTT-Q103 induced, cytoprotection, ATP luminescence, 40 h; Potency, µM (titrated, usually from 56.4 µM), inactives show cytoprotection (ATP increase), actives largely listed as activators; 230,000 compounds, 0.14% hits; AID 1471, 2008;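 further: % of control where 0% means no effect; nearly all actives have a fitted effect of over 45% in size; toxic huntingtin expression switched on by the ecdysone agonist tebufenozide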
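PC12 cells with ecdysone-inducible HTT exon 1 Q103-GFP, induced with 100 nM tebufenozide and co-treated with library compounds in a dose series (1536-well, 1500 cells/well). Cytoprotection read as ATP content by ATPlite luminescence.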
HttQ103 aggreg – qHTS Multiplex Assay to Identify Dual Action Probes in a Cell Model of Huntington: Aggregate Formation (GFP) | PC12 HttQ103-GFP aggregates, Acumen cytometry, 40 h | Potency, µM (top dose mostly 46.1 µM), for the others: at the highest dose activity change, negative = inhibition, usual class: inhibitors | 220,000 compounds, 1.1% hits | AID 1688, 2009; further: on the % scale 0 is the no-effect control and ±100 the full control effect; nearly all actives have a fitted effect of over 60% in size
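Aggregates are detected as GFP objects 1–25 µm with signal 6 STDEV over background in lysates of induced PC12 cells. These carry Huntingtin exon 1 with 103 glutamines fused to GFP under an ecdysone promoter; compounds titrated.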
GAA glycogen – qHTS Assay for Inhibitors and Activators of Human alpha-Glucosidase Cleavage of Glycogen; Lysosomal alpha-glucosidase (Homo sapiens), P10253; recombinant GAA, glycogen substrate, Amplex Red glucose oxidase fluorescence; Potency, µM (titrated, usually from 76.4 µM), inactives show at the top dose activity change, negative = inhibition, hits mostly inhibitors; 300,000 compounds, 0.38% hits;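 further: 0% = full enzyme reaction and -100% = no-enzyme basal signal; the screen sought inhibitors and activators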
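Natural-substrate format: glycogen cleavage by 4 nM human enzyme, glucose read by Amplex Red coupling (Ex 573, Em 610 nm). Normalized to enzyme and no-enzyme controls.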
Active calls of the source: *; ? = inconclusive; / = no result given; [ ] = remark or other dose. Unless noted, the call rests on the fitted dose curve; in most records, active means well fitted curve in the direction sought with a large enough effect; inconclusive means small, poorly fitted or top-dose-only effect, or another doubt; inactive means no such curve, though single readings can be large; an effect the other way counts as inactive or inconclusive. Potency means the concentration at half of the fitted maximal effect. The list is partial; rates above refer to the full screens.

The line under a structure holds: IMPase Li inh	GAA inhib	aGlu spleen mod	RGS12 GoLoco inh	HTT cytoprotect	HttQ103 aggreg	GAA glycogen
COc1ccc2nc(N/C(N)=N/C(=S)Nc3ccccc3)nc(C)c2c1
 : -5%	-1%	0%	7%	-56%[inhibitor]	?	1%
Cc1nc2c(Br)c3nc(C(F)(F)F)[nH]c3c(Br)c2[nH]1
 : 1%[38.3 µM]	4%	0%	7%	-12%	15%	-6%
O=C(CSc1nnc(CN2CCOCC2)n1-c1ccc(Cl)cc1)Nc1cc(Cl)ccc1O
 : 1%[38.3 µM]	-6%	-3%	14%	10%	?	-12%
CCOC(=O)C1=NN(C(=O)Cc2ccccc2)C(O)(C(C)(C)C)C1 (configuration not stated)
 : 0%	?	3%	5%	11%[10 µM]	13%[9.22 µM]	-6%
CCc1c(C(=O)Nc2ccc(S(=O)(=O)N3CCOCC3)cc2)csc1C
 : 15%[38.3 µM]	?	-3%	-3%	-5%	?	3%
Cc1nc(N2CCOCC2)nc(N2CCCCC2)c1[N+](=O)[O-]
 : 4%	-23%	-3%	6%	9%[0.074 µM]	-28%	5%
N#CCCn1c(=O)cnc2cnc(N3CCOCC3)nc21
 : 5%	/	1%	9%	?	/	/
O=c1c(Cc2ccc(F)cc2)c(O)ccn1CCCN1CCOCC1
 : 4%	3%	-2%	10%	-6%	5%	20%
Cc1nccn1C[C@@H]1CCc2c(c3ccccc3n2C)C1=O
 : -4%	/	7%[29.1 µM]	-2%[21.6 µM]	6%[40.3 µM]	/	-10%[76.3 µM]
CC(N=Cc1ccccc1O)c1ccccc1 (configuration not stated)
 : 4%[38.3 µM]	0%	12%	-17%	23%	19%	-14%
COCCCNC(=O)CCCC(=O)NCCCOC
 : 0%[38.3 µM]	-5%	-13%	0%	-11%	3%	-1%
CCCCCC1CC(CC(=O)Nc2ccc([N+](=O)[O-])cc2)OC1=O (configuration not stated)
 : /	/	-9%	5%	21%[10 µM]	3%[9.22 µM]	-7%
COCC(=O)NC1CCN(CC(=O)Nc2ccc(OC)cc2[N+](=O)[O-])CC1
 : 9%[38.3 µM]	-4%	-8%	8%	-2%	-8%	8%
Cc1cccc(-c2nnc(SCC(=O)NCc3ccc4c(c3)OCO4)n2C)c1
 : /	-3%	-5%	/	-11%	5%	4%
CCCc1ccc(OCCNC(=O)CC)cc1
 : 24%[38.3 µM]	-4%	1%	0%	-3%	-5%	-1%
COC(=O)c1nc(N)sc1-c1ccc(OC)cc1
 : 3%[38.3 µM]	5%	4%	13%	-21%	19%	-2%
Cc1cc2c(n1-c1ccc(C(N)=O)cc1)CC(C)(C)CC2=O
 : 4%	0%	-1%	5%	5%[1.9 µM]	-14%	0%
COC(=O)CCSCC(=O)Nc1nnc(C)s1
 : 11%[38.3 µM]	-5%	-4%	-3%	13%	-6%	1%
O=C1CCCCC1C(Nc1ccc(Br)cc1)c1ccccc1 (configuration not stated)
 : 31%[activator][38.3 µM]	-3%	-6%	3%	-10%	-13%	-2%
Cc1cccc(C(=O)NNS(=O)(=O)c2ccccc2)c1O
 : 11%	-9%	7%	7%	8%[10 µM]	24%[9.22 µM]	?
CC(C)Cc1nnc(NC(=O)CCC(=O)Nc2ccc(F)cc2)s1
 : -15%[38.3 µM]	-4%	14%	5%	-4%	-2%	-7%
CCC(=O)Nc1cccc(C2=NOC3(C2)C[C@@H](C(N)=O)N(C(=O)C(c2ccccc2)c2ccccc2)C3)c1 (some centres not stated)
 : /	/	3%	6%	26%[10 µM]	11%[9.22 µM]	-7%
COc1c(C)cc(C(=O)C2CCCN(C(=O)c3cc(C)nc(C)n3)C2)cc1C (configuration not stated)
 : -2%	12%	0%	-12%	-26%[10 µM]	-5%[9.22 µM]	10%
Cc1ccc(N(CC(=O)NCc2ccncc2)S(C)(=O)=O)cc1
 : 7%	0%	3%	21%	15%[10 µM]	0%	0%
COc1cccc(CN(C)C(=O)c2csc3c2CCCC3)c1OC
 : 7%	12%	-5%	8%	11%	-9%	-7%
CCc1ccc(C(C(=O)NC2CCCCC2)N(C(=O)c2ccccn2)c2cccnc2)cc1 (configuration not stated)
 : 13%	?	-3%	3%	-4%[10 µM]	2%[9.22 µM]	19%
O=C(c1cc(C2CC2)on1)N1CCOCC1
 : -5%[38.3 µM]	5%[15.4 µM]	-9%	0%	0%	-2%	8%
CCCCn1c(SCC(=O)OCC)nnc1-c1ccoc1C
 : 6%[38.3 µM]	1%	9%	5%	4%[10 µM]	11%	-14%
O=C(Nc1nc(COc2ccccc2)cs1)c1ccccc1F
 : 2%	5%	-2%	8%	/	-12%	10%
Cc1ccc2nc3c(cc(C(N)=S)c(=N)n3CCCOC(C)C)c(=O)n2c1
 : 15%[38.3 µM]	7%	21%	13%	-17%[0.074 µM]	-1%	-6%
Cc1cc(C)c(NC(=O)CSc2nc3[nH]ncc3c(=O)[nH]2)c(C)c1
 : 1%	-4%	5%	0%	-50%[inhibitor]	-7%	2%
Cc1ccc(C(=O)NNc2ncnc3c2cnn3C)cc1
 : /	-7%[15.4 µM]	5%	6%	-2%[10 µM]	-5%[9.22 µM]	4%
Cc1ccc(C(=O)NCC(=O)OCC(=O)N2CCCc3ccccc32)cc1
 : 3%	4%	0%	-15%	/	9%	1%
CCOc1nc(N2CCOCC2)nc(C)c1[N+](=O)[O-]
 : 0%	3%	-8%	11%	-9%[10 µM]	-1%	9%
CCOC(=O)c1sc(C)c2c(=O)n(CC)nnc12
 : -1%	2%	-1%	-1%	-4%[10 µM]	-31%	-1%
CCOc1ccccc1NC(=O)COc1cccc(-n2cnnn2)c1
 : 13%[38.3 µM]	5%	-1%	1%	11%	2%	-11%
Cc1ccc(C(=O)Nc2nnc(C)s2)cc1
 : -5%	9%	5%	6%	-127%[inhibitor]	-2%	2%
CC1(C(=O)NC23CC4CC(CC(C4)C2)C3)CC1(Cl)Cl (configuration not stated)
 : 1%[38.3 µM]	-5%	7%	-32%	-4%	-6%	?
O=C(NCCN1C(=O)S/C(=C\c2cccnc2)C1=O)C1=NN(c2ccccc2)C(=O)CC1
 : 11%	11%	3%	11%	7%[10 µM]	-2%	-17%
COc1ccc(OC)c(-n2nnnc2SCC(=O)Nc2nc(C)c(C)s2)c1
 : ?	-8%	5%	-1%	-3%	-15%	/

Reformatted: results already given
Compound	IMPase Li inh	GAA inhib	aGlu spleen mod	RGS12 GoLoco inh	HTT cytoprotect	HttQ103 aggreg	GAA glycogen
COc1ccc(OC)c(-n2nnnc2SCC(=O)Nc2nc(C)c(C)s2)c1	?	-8%	5%	-1%	-3%	-15%	/
Cc1cccc(C(=O)NNS(=O)(=O)c2ccccc2)c1O	11%	-9%	7%	7%	8%[10 µM]	24%[9.22 µM]	?
CC1(C(=O)NC23CC4CC(CC(C4)C2)C3)CC1(Cl)Cl (configuration not stated)	1%[38.3 µM]	-5%	7%	-32%	-4%	-6%	?

Next section.
The line under a structure holds: IMPase Li inh	GAA inhib	aGlu spleen mod	RGS12 GoLoco inh	HTT cytoprotect	HttQ103 aggreg	GAA glycogen
CCOc1ccc(NC(=O)CSc2nc(-c3cccs3)cc(C(F)(F)F)n2)c([N+](=O)[O-])c1
 : 5%	-2%	3%	-2%	?	1%	6%
COc1ccc(N(CC(=O)NCc2cccs2)S(=O)(=O)c2c(C)nn(C)c2C)cc1
 : 3%[38.3 µM]	2%[15.4 µM]	-1%	-13%	26%	21%	4%
CCOC(=O)C1=NN(C(=O)Nc2ccc(OC)cc2)C2C(=O)N(c3cccc(C(F)(F)F)c3)C(=O)C12 (configuration not stated)
 : 6%[38.3 µM]	-7%	-13%	8%	9%[10 µM]	9%	0%
Clc1ccc(Cc2ccc(Cl)nn2)c(Cl)c1
 : -9%[38.3 µM]	3%	-3%	8%	-6%	-9%	12%
COC(=O)c1ccccc1NC(=O)c1ccccc1NS(C)(=O)=O
 : 14%[38.3 µM]	-9%	-27%	-1%	-5%[0.074 µM]	4%	-5%
Cc1ccccc1OCC(=O)N1N=C(C(F)(F)F)CC1(O)C(C)(C)C (configuration not stated)
 : 20%	-1%	-6%	-14%	0%[10 µM]	5%	-17%
C[C@]12CC[C@H]3c4ccc(O)cc4CC[C@@H]3[C@H]1CC[C@@H]2OP(=O)(O)O
 : 5%	/	/	7%[14.2 µM]	-9%[10 µM]	5%	/
CC(c1ccccc1)N1C(=O)NC(NC(=O)C(C)(C)C)(C(F)(F)F)C1=O (configuration not stated)
 : 1%	5%	-4%	7%	4%[0.074 µM]	1%	5%
Cc1ccc(C)n1NC(=O)c1ccccc1Cl
 : 9%[38.3 µM]	0%	-28%	2%	20%	-5%	0%
O=C(c1cc2sccc2n1Cc1ccccc1)N1CCc2ccccc21
 : 13%[38.3 µM]	-12%	3%	3%	-35%	-11%	2%
Cc1c(O)ccoc1=O
 : -4%	/	4%	1%	13%[10 µM]	8%[9.22 µM]	-5%
CC(=O)Nc1ccc2nc(C3CCCCC3)[nH]c2c1
 : -29%[38.3 µM]	5%	-15%	11%	-8%	-6%	0%
COc1ccc(-c2nc3n(n2)C(c2cccnc2)C(C(N)=O)=C(C)N3)cc1 (configuration not stated)
 : -2%[38.3 µM]	1%	2%	-3%	12%	-1%	6%
CCC1(c2ccccc2)NC(=O)N(CC#N)C1=O (configuration not stated)
 : 3%	-9%	2%	2%	-20%	-2%	8%
COc1ccc(N2C(=O)C3NN=C(C(=O)OCc4ccccc4)C3C2=O)cc1 (configuration not stated)
 : -3%	9%	1%	7%	26%[10 µM]	5%[9.22 µM]	-5%
Cc1cc(C)cc(NC(=O)N2CCN(C/C=C/c3ccccc3)CC2)c1
 : 5%	-3%	-1%	1%	1%	-2%	-9%
CC1CC(C)CN(C(=O)COC(=O)CCc2nc3ccccc3c(=O)[nH]2)C1 (configuration not stated)
 : -8%	2%	6%	-5%	9%[10 µM]	0%	5%

Screening data: PubChem, National Center for Advancing Translational Sciences (NCATS)
